Akt phos inh: inhibitors of Akt phosphorylation; Neuro2A IGF-stimulated pAkt S473 HTRF, 20 min; stronger effect = lower value; activity change, % for hits at 50 µM; 360,000 compounds, 0.32% hits; AID 651550; in the data active = activity change below about -80%; inconclusive = mostly about -51% to -80%; also: % is scaled to controls: 0 for no effect and ±100 for the full control effect
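Single-point screen (50 µM final compound) in Neuro2A cells stimulated 20 min with 6 nM IGF at 37 deg C. After lysis, Ser473-phosphorylated Akt read by HTRF (ex 330 nm, em 615/665 nm) as the 665/615 ratio.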
PTHR1 agonist: PTHR1 (human) receptor agonism; Q03431; HEK293 GP2 PTHR1 cells, GloSensor cAMP luminescence, 1 h; Potency, µM (doses to about 115 µM), without a hit: at the highest dose activation, usual class: activators; 410,000 compounds, 0.075% hits; also: potency is read from the fitted curve at half-maximal effect; nearly all actives have a fitted effect of over 55% in size; some results filed as inactive show a strong effect at the top dose; inactives centre near -15; many of its hits are not listed in these tables
Target sequence (Q03431 whole entry, looked up): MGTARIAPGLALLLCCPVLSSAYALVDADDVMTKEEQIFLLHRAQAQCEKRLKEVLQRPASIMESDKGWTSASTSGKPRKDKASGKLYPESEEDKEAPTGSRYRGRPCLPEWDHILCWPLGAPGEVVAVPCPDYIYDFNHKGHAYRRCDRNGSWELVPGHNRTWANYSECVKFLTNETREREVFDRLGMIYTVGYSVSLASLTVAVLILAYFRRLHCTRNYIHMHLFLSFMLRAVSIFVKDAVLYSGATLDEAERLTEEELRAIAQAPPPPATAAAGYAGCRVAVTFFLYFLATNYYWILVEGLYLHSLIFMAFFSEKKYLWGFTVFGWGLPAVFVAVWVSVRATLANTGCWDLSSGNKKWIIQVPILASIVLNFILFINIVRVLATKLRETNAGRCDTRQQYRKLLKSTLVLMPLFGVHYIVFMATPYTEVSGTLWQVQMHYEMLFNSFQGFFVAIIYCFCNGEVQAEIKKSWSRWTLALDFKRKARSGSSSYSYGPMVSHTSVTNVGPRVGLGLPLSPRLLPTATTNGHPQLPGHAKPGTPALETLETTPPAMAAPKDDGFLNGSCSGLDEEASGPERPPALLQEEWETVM
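HEK-293-derived GP2 cells expressing PTHR1 and a GloSensor cAMP reporter, 3,000/well, plated overnight, given luciferin plus IBMX (each 0.5 mM as added) for 1 h at 37 °C, then compound for 1 h at 37 °C. Luminescence was read after 15 min at room temperature.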
TDP-43 yeast inh: inhibitors of TDP-43 toxicity in yeast | TDP-43 expressing yeast growth rescue, BacTiter-Glo, 24 h | Potency, µM (highest dose often 46.1 µM), inactives show top-dose growth rescue (activation), hits mostly activators | 410,000 compounds, 1.8% hits | AID 652104; also: potency is read from the fitted curve at half-maximal effect; % of control where 0% means no effect; nearly all actives have a fitted effect of over 50% in size
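Yeast cells expressing TDP-43 under galactose induction are exposed to compounds for 24 hr at 30 deg C. BacTiter-Glo luminescence measures growth, so protective compounds score as activators.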
GLP-1R inv ag: GLP-1 receptor (human) inverse agonism; AID 624417; P43220; 410,000 compounds, 1.6% hits; HEK293 GLP-1R CRE-luciferase, luminescence, 24 h; GLP-1R form is constitutively active; Potency, µM (series often up to 38.3 µM), for the others: at the highest dose activity change, negative = inhibition, most hits filed as inhibitors; also: potency is read from the fitted curve at half-maximal effect; % is scaled to controls: 0 for no effect and ±100 for the full control effect; nearly all actives have a fitted effect of over 55% in size
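Constitutively active GLP-1R drives a cAMP-responsive luciferase in stably transfected HEK293 cells; test compounds are added after overnight (12 h) attachment and left 24 hr, and signal loss in luminescence marks inhibition.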
FUS suppressor: FUS proteinopathy suppression in yeast; Potency, µM (doses to about 76.6 µM), inactives show at the top dose growth rescue (activation), hits mostly activators; 390,000 compounds, 0.24% hits; S. cerevisiae FUS-expressing, growth rescue, OD600, 24 h;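 also: potency is read from the fitted curve at half-maximal effect; plate controls were DMSO vehicle for no effect and reference control for full effect; nearly all actives have a fitted effect of over 55% in size; some results filed as inactive show a strong effect at the top dose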
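Galactose (2%) drives FUS expression in yeast precultured in raffinose; seeding density OD 0.005. Test compounds incubated 24hr at 30C and 99% humidity before absorbance at 600 nm was measured.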
D3 antag: blocks the human D3 dopamine receptor; D3R cells, DiscoveRx beta-arrestin luminescence, antagonist mode; stronger effect = lower value; 360,000 compounds, 2.5% hits; max response, negative = inhibition, %; P35462; in the data active = max response below about -50%; inconclusive = no clear call, values can overlap the other calls; also: % is scaled to controls: 0 for no effect and ±100 for the full control effect; mostly tested at two doses, the higher about 12 µM
Target sequence (P35462 whole entry, looked up): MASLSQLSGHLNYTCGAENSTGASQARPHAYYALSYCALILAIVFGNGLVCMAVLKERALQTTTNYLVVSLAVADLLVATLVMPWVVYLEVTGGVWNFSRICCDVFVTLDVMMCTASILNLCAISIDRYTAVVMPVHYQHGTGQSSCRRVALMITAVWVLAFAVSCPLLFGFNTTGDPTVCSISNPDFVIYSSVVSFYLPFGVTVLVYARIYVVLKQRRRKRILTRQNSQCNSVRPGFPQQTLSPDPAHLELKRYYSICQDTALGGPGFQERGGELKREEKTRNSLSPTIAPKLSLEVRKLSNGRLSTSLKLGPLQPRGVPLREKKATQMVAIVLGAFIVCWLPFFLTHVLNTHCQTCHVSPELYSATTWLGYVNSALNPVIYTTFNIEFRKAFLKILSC
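Cells expressing the human receptor were seeded at 1500 cells/well, incubated overnight at 37 degrees C in 5% CO2, then exposed to library compounds with dopamine controls for 90 minutes at 37 degrees C before luminescent detection.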
Abeta yeast res: restores growth of yeast expressing A-beta42 peptide; yeast expressing A-beta42, growth rescue, OD600, 48 h; response scale: 0% DMSO, 100% iron-clioquinol control; Potency, µM (highest dose often 46.1 µM), for the others: at the highest dose growth rescue, hits mostly activators; 410,000 compounds, 0.063% hits; AID 1347071; also: potency is read from the fitted curve at half-maximal effect; nearly all actives have a fitted effect of over 55% in size
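Growth rescue measured by 600 nm absorbance after 48 h yeast culture at 30 C with compound. Values normalized between DMSO and an equimolar ferric chloride plus clioquinol control.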
aSyn yeast inh: rescues yeast growth from alpha-synuclein toxicity. Yeast expressing alpha-synuclein, growth rescue, BacTiter-Glo, 24 h. Potency, µM (top dose mostly 46.1 µM), without a hit: at the highest dose growth rescue (activation), actives largely listed as activators. 370,000 compounds, 0.14% hits; also: potency is read from the fitted curve at half-maximal effect; % of control where 0% means no effect; nearly all actives have a fitted effect of over 65% in size
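Rescue of yeast growth: cells expressing toxic alpha-synuclein, induced in galactose at OD600 0.02, incubated with compound 24 h at 30 C. ATP luminescence quantified growth; inhibitors of toxicity appear as activators.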
GLP1R ag: GLP-1 receptor (human) agonism | 380,000 compounds, 0.007% hits | P43220 | Potency, µM (highest dose often 45.6 µM), for the others: at the highest dose activation, actives largely listed as activators | AID 624172 | HEK293 GLP-1R CRE-luciferase, luminescence, 4-6 h; cells express a hypersensitive GLP-1R form; also: potency is read from the fitted curve at half-maximal effect; % of control where 0% means no effect
* hit, by the source's call; i = inactive; ? = inconclusive; · = not tested or not shown; [ ] = another dose, or the depositor's remark. Unless noted, calls follow the shape of the dose curve; as a rule, active = well fitted curve in the direction sought with a large enough effect; inconclusive = small, poorly fitted or top-dose-only effect, or another doubt; inactive = no such curve, though single readings can be large; an effect the other way counts as inactive or inconclusive.

SMILES | Akt phos inh | PTHR1 agonist | TDP-43 yeast inh | GLP-1R inv ag | FUS suppressor | D3 antag | Abeta yeast res | aSyn yeast inh | GLP1R ag
Cc1ccc(OCC(=O)Nn2c(C)nc3ccccc3c2=O)c(C(C)C)c1 | i | i | -13% | -16% | 21% | 9 | -14% | ? | 1%
CCOc1ccc(NC(=O)C2CC=CCC2C(=O)O)cc1 (stereo unspecified) | · | -17%[57.5 µM] | -20% | 19% | 12% | -11 | 1% | 16% | 0%
COc1ccc(C(CC(=O)Nc2cccc(C)c2C)N2Cc3ccccc3C2=O)cc1 (stereo unspecified) | · | i | 2% | -4% | 4% | · | -39%[inhibitor] | · | ·
CCN(CC)C(=O)[C@H]1C[C@H](CC(=O)NCC23CC4CC(CC(C4)C2)C3)C(=O)N2CCc3c([nH]c4cc(-c5ccco5)ccc34)[C@]12C | i | -23% | 20% | 15% | -15% | -6 | 7% | 1% | 4%
Cc1cc(C)c2[nH]c(=O)c(C(c3nnnn3C(C)(C)C)N(Cc3ccco3)CC3CCCO3)cc2c1 (stereo unspecified) | i | i | -14% | -9% | 6% | -20 | 4% | -2% | 5%
Cc1nc(NS(=O)(=O)c2ccc(Cl)s2)c2c3c(sc2n1)CCCC3 | i | -43%[inhibitor] | 16% | ? | 0% | 8 | 11% | -11% | -1%
N#Cc1ccccc1Cn1c(=O)n(-c2cccc(C(F)(F)F)c2)c(=O)c2sccc21 | · | -12% | 0% | -7% | 19% | · | -2% | · | ·
CCc1cccc(CC)c1NC(=O)COC(=O)C1(c2ccc(Cl)cc2)CCCC1 | i | i | 0% | ? | · | -14 | -6% | 3% | 2%
CCOC(=O)N1CCN(c2c(N3CCN(C(=O)OCC)CC3)c(=O)c2=O)CC1 | i | i | -1% | -10% | -23% | -5 | 1% | -4% | 1%
O=C(Cn1nnc(-c2ccc(Cl)cc2)n1)NC1CCN(Cc2ccccc2)CC1 | i | -18% | 7% | -33% | -3% | -3 | 4% | 9% | 0%
Cc1cc(S(=O)(=O)Nc2cccc(C(=O)O)c2)c(C)c(S(=O)(=O)c2ccccc2)c1 | · | i | 26% | -9% | 17% | · | -2% | · | ·
Cc1n[nH]c(C)c1Cc1c(F)cccc1Cl | i | i | 24% | 4% | -19% | 6 | ? | 13% | 9%
CCc1noc(C)c1C(=O)Nc1cc(S(=O)(=O)N(CC)CC)ccc1N1CCOCC1 | i | -32%[inhibitor] | 19% | 1% | 18% | -4 | 19% | -1% | 1%
NC(=O)c1ccc(NC(=O)CN2CCN(S(=O)(=O)c3ccc4ccccc4c3)CC2)cc1 | i | -35%[inhibitor] | -7% | 17% | 14% | 56 | -17% | 15% | 0%
CCCCN(CCCNC(=O)c1c(C)oc2nc[nH]c(=O)c12)Cc1ccccc1 | · | i | 21% | 7% | -3% | · | 10% | · | ·
CCC(Cc1ccccc1)NCc1c(C(=O)O)c(C)n(Cc2ccccc2)c1C (stereo unspecified) | i | -1% | -1% | 8% | 14% | 6 | 14% | 0% | -1%
CCOC(=O)/C(C#N)=C/Nc1cc(C(C)(C)C)sc1C(C)=O | i | i | -20% | 11% | 1% | 13 | 0% | -5% | 4%
O=C(/C=C/[C@H]1O[C@@H](n2cnc3c(NC(=O)c4ccccc4)ncnc32)[C@H](O)[C@@H]1O)NC1CCCCC1 | i | -14% | 22% | 17% | -8% | 1 | -2% | 1% | 1%
O=C(CCC1CCCCC1)Nc1nnc(C(F)(F)F)s1 | i | -34%[inhibitor] | -3% | -9% | -18% | 12 | 9% | -1% | 0%
CCC[C@@H]1C[C@@]1(CCC)[C@@H](NC(=O)c1ccccc1)c1ccc(C(=O)OC)cc1 | i | -28% | -18% | 5µM* | 23% | 4 | -3% | -18% | -7%
CCN(CC)CCNC(=O)Cn1nc(C)c2c(C)n(-c3ccccc3)nc2c1=O | · | i | 18% | -3% | -17% | · | -3% | · | ·
COc1ccc(C(=O)NC(C)c2nc3ccccc3[nH]2)cc1OC (stereo unspecified) | i | -29%[57.5 µM] | -7% | 27% | 13% | -6 | 3% | 0% | 2%
O=C(NNS(=O)(=O)c1ccc(F)cc1)c1sccc1-n1cccc1 | i | i | 0% | 8% | -4% | -12 | -4% | 0% | 3%
O=C(Cn1c(=O)oc2ccccc21)Nc1nnc(N2CCCCCC2)s1 | i | -21% | 16% | 4% | -14% | 24 | -9% | 2% | -2%
CCCOc1ccc(CNC(=O)C2CCN(C(=O)N3CCOc4ccccc43)CC2)cc1 | i | -42%[inhibitor] | 0% | ? | 27% | 18 | 7% | 7% | -5%
COc1cc(C(=O)NC2CCCCC2)ccc1OC1CCN(C(C)=O)CC1 | i | i | -2% | 26% | 2% | -4 | 7% | 3% | 19%
COc1ccc(NC(=O)CN(C)C(=O)C2CCCO2)cc1 (stereo unspecified) | i | i | -3% | -4% | -18% | -16 | 23% | -5% | -3%
c1ccc2sc(N3CCN(Cc4nnnn4CC4CCCO4)CC3)nc2c1 (stereo unspecified) | i | i | -22% | -1% | 22% | 23 | -9% | 0% | 1%
Cc1ccc(C(C)n2cc(C(=O)NCc3ccccn3)nn2)cc1 (stereo unspecified) | i | -20% | -3% | 1% | 3% | -4 | 12% | 0% | 2%
COC(=O)C1CN(C(=O)COc2ccc(Cl)cc2Cl)c2ccccc2O1 (stereo unspecified) | i | -9% | ? | -27% | ? | -6 | 18% | 1% | 4%
CN1CCC(N2CCN(C3CN(Cc4cn(Cc5ccc(C(F)(F)F)cc5)nn4)S(=O)(=O)C3)CC2)CC1 (stereo unspecified) | i | i | 8% | 14% | -12% | 4 | -15% | 5% | -3%
CN1CCN(C(=O)C(=O)c2cn(CC(=O)N3CCOCC3)c3ccccc23)CC1 | i | i | 3% | 0% | -13% | -2 | 3% | 1% | -1%
COc1cccc(CN(C)C(=O)c2cc(COc3ccc(-n4cncn4)cc3)on2)c1 | i | -29% | ? | -8% | 25% | 24 | -15% | ? | 37%
O=C(O)CN1C(=O)/C(=C\c2ccccc2OCc2ccccc2)SC1=S | i | -57%[inhibitor] | -9% | ? | 5% | 9 | -22% | -32%[inhibitor] | -4%
CCN1CCOC(=O)C1CC(=O)Nc1cc(C)cc(C)c1 (stereo unspecified) | · | i | -92%[inhibitor] | 0% | 36% | · | -88%[inhibitor] | · | ·
Cc1[nH]c2ccccc2c1C(O)CN1CCC2(CC1)OCCO2 (stereo unspecified) | i | i | 15% | 6% | 35% | -2 | 22% | 1% | 1%

Entries of single compounds from above:
Profile of CCCOc1ccc(CNC(=O)C2CCN(C(=O)N3CCOc4ccccc43)CC2)cc1 = Akt phos inh: i; PTHR1 agonist: -42%[inhibitor]; TDP-43 yeast inh: 0%; GLP-1R inv ag: ?; FUS suppressor: 27%; D3 antag: 18; Abeta yeast res: 7%; aSyn yeast inh: 7%; GLP1R ag: -5%
Profile of CN1CCN(C(=O)C(=O)c2cn(CC(=O)N3CCOCC3)c3ccccc23)CC1 = Akt phos inh: i; PTHR1 agonist: i; TDP-43 yeast inh: 3%; GLP-1R inv ag: 0%; FUS suppressor: -13%; D3 antag: -2; Abeta yeast res: 3%; aSyn yeast inh: 1%; GLP1R ag: -1%

Next section
SMILES | Akt phos inh | PTHR1 agonist | TDP-43 yeast inh | GLP-1R inv ag | FUS suppressor | D3 antag | Abeta yeast res | aSyn yeast inh | GLP1R ag
COc1ccc2nc(/C(C#N)=C\c3ccc(Oc4ccc([N+](=O)[O-])cn4)cc3)[nH]c2c1 | i | -7% | 0% | -14% | · | -27 | 10% | 9% | -7%
CCOC(=O)CNC=C(C(=O)OCC)C(=O)OCC | i | -2% | -2% | -2% | -12% | 0 | 22% | 4% | 4%
C=CCc1cc(C)ccc1OCC(O)CN1CCN(c2ccccc2)CC1 (stereo unspecified) | · | i | -13% | -24% | 20% | -24 | 15% | 7% | 11%
CCOc1ccc(S(=O)(=O)/N=C(/Nc2ccc(S(N)(=O)=O)cc2)c2ccccc2)cc1 | i | -13% | 5% | -16% | -7% | 8 | -2% | 2% | -2%
CCS(=O)(=O)N1CCN(c2ncnc3sc(C)c(C)c23)CC1 | i | i | -13%[0.397 µM] | ? | 4% | -4 | 8% | 2% | 14%
CCC(CC)C(=O)N1CC(=O)Nc2ccc(F)cc2C1c1ccc(F)cc1 (stereo unspecified) | i | i | 15% | ? | 6% | -2 | -2% | 0% | 11%
CCOc1ccc(C(=O)NCC(c2cccs2)N(C)C)cc1OCC (stereo unspecified) | i | i | ? | 0% | · | -59* | ? | 0% | 2%
O=C(/C=C/c1cccs1)N1CCC2(CC1)Oc1ccc(F)cc1C(=O)C21CC(c2ccc(Cl)cc2)=NO1 (stereo unspecified) | i | -8% | -10% | -9% | 11% | 0 | -14% | 3% | 2%
CC(=O)C1=C(C)NC(SCC(=O)c2ccc(Cl)c(Cl)c2)=C(C#N)C1c1ccco1 (stereo unspecified) | i | i | -1% | ? | 34% | 12 | 23% | 6% | 2%
CN(Cc1cc(Cl)cc(Cl)c1)CC(C(=O)c1ccccc1)c1ccccc1 (stereo unspecified) | i | -50%[inhibitor] | 13µM* | ? | · | -23 | -4% | 26% | -9%
CN(C)S(=O)(=O)c1ccc(C(=O)Nc2nnc(SCC(=O)N3CCOCC3)s2)cc1 | i | -13% | -1% | -7% | -39% | -26 | -11% | 2% | -2%
CCOc1ccc(S(=O)(=O)N(CC)CC(=O)NCc2ccccn2)cc1C | i | -61%[inhibitor] | -20% | 0% | 21% | -6 | -6% | 2% | -1%
Cc1cc(C(=O)N2CCCC(C(=O)c3ccc4ccccc4c3)C2)nn1C (stereo unspecified) | i | -3% | -4% | 10% | 29% | 5 | 2% | -8% | 17%

Not all compounds are listed. The share of hits here may be higher or lower than overall.
